Screening data deposited in PubChem BioAssay by National Center for Advancing Translational Sciences (NCATS).
APEX1 inh: blocks human APE1 abasic DNA cleavage; Potency, µM (top dose mostly 65.8 µM), inactives show top-dose activity change, negative = inhibition, actives largely listed as inhibitors; recombinant APE1, TAMRA/BHQ-2 abasic DNA cleavage fluorescence; AID 2517; actives 0.35% (n = 350,000);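 also: plate controls were vehicle for no effect and reference inhibitor for full effect; nearly all actives have a fitted effect of over 55% in size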
Target sequence (P27695 whole entry, looked up): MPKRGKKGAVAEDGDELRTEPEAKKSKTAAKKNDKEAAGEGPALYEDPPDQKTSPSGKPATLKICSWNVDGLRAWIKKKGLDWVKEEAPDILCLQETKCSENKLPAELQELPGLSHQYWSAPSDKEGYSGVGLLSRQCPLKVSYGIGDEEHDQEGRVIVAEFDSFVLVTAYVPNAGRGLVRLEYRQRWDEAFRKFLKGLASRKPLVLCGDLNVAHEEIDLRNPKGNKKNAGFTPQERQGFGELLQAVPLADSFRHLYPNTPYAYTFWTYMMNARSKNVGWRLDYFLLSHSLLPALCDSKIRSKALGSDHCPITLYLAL
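Readout is kinetic fluorescence (ex 525, em 598 nm) from cleavage of 50 nM TAMRA/BHQ-2 THF abasic duplex by 0.75 nM APE1, compound added 15 min beforehand at RT.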
POLH inh: inhibitors of human DNA polymerase eta; Q9Y253; recombinant Pol eta, fluorescent DNA replication assay; Potency, µM (doses to about 114 µM), inactives show at the top dose activity change, negative = inhibition, usual class: inhibitors; actives 1.2% (n = 390,000); AID 588591; also: % is scaled to controls: 0 for no effect and ±100 for the full control effect
Target sequence (Q9Y253 whole entry, looked up): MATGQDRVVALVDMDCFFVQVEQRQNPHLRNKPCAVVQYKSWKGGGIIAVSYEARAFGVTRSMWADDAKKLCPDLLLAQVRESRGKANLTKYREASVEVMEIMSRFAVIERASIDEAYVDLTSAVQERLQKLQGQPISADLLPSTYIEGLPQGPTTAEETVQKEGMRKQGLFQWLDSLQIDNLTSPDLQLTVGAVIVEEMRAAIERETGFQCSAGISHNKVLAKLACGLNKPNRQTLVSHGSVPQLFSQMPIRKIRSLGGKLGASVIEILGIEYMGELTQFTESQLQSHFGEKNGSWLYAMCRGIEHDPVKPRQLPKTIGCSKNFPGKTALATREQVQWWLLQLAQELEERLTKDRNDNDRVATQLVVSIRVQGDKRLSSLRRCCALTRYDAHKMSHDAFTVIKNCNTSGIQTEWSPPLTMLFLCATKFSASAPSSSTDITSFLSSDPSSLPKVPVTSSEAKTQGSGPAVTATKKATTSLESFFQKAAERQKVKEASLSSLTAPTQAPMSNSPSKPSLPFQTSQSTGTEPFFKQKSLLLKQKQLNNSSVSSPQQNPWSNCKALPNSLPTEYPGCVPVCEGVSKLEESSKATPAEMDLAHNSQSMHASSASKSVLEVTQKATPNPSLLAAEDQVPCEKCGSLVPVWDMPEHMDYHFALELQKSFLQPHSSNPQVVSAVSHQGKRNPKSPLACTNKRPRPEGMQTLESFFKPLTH
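Pol eta at 10 nM preincubated with compounds 15 min at room temperature; reaction started with fluorescent substrate (50 nM final) and read kinetically at 0 and 10 min.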
POLI inh: inhibitors of human DNA polymerase iota; Q9UNA4; AID 588590; actives 1% (n = 390,000); Pol iota fluorescent replication assay, 10 min; Potency, µM (titrated, usually from 115 µM), for the others: at the highest dose activity, negative = inhibition, actives largely listed as inhibitors
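Fluorescent replication assay read twice, at 0 min and 10 min after adding 50 nM (final) substrate. Enzyme (10 nM) and compounds were first incubated 15 min at room temperature; enzyme-free buffer wells were negative controls.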
BLM helicase inh: blocks DNA unwinding by human BLM helicase; P54132; recombinant BLM DNA unwinding, fluorescence dequenching; Potency, µM (top dose mostly 56.1 µM), for the others: at the top dose activity change, negative = inhibition, most hits filed as inhibitors; actives 0.2% (n = 350,000);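 also: plate controls were vehicle for no effect and no enzyme for full effect; nearly all actives have a fitted effect of over 35% in size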
Pol kappa inh: inhibitors of human DNA polymerase kappa; purified Pol kappa, fluorescent DNA synthesis assay, 10 min; actives 0.53% (n = 400,000); Q9UBT6; AID 588579; Potency, µM (doses to about 107 µM), for inactives: top-dose activity, negative = inhibition, actives largely listed as inhibitors; also: % is scaled to controls: 0 for no effect and ±100 for the full control effect
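Fluorescent qHTS in 1536-well format: enzyme (10 nM) and compound sat 15 min at room temperature before 50 nM substrate (final) was added. Signal taken at 0 and 10 min; no-enzyme buffer wells were negative controls.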
Pol beta inh: blocks human DNA polymerase beta activity. P06746. Pol beta primer extension/strand displacement, fluorescence kinetic. Potency, µM (highest dose often 114 µM), without a hit: top-dose activity change, negative = inhibition, usual class: inhibitors. actives 1.3% (n = 340,000). AID 485314; also: % is scaled to controls: 0 for no effect and ±100 for the full control effect
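Human Pol beta at 10 nM; strand-displacement substrate 50 nM final. Compound exposure 15 min at room temperature before start, reaction 10 min at room temperature.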
BAZ2B block: inhibitors of human BAZ2B bromodomain. Q9UIF8. AlphaScreen BAZ2B-H3K14Ac peptide displacement. Potency, µM (titrated, usually from 114 µM), without a hit: top-dose activity change, negative = inhibition, usual class: inhibitors. actives 4.4% (n = 360,000). AID 504333; also: % is scaled to controls: 0 for no effect and ±100 for the full control effect; nearly all actives have a fitted effect of over 60% in size
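Inhibition is scored as reduced AlphaScreen emission. The BAZ2B/b-H3(5-23)K14Ac complex (50 nM each) in PBS pH 7.4, 0.01% Tween-20 meets compound (up to 110 uM) for 30 min at RT before bead addition.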
Apoferritin bind: candidate novel general anesthetic via apoferritin binding | P02791 | apoferritin/1-aminoanthracene competitive binding, fluorescence | Potency, µM (top dose mostly 77.5 µM), for inactives: at the highest dose activity change, negative = displacement, actives largely listed as inhibitors | actives 0.074% (n = 350,000); also: % is scaled to controls: 0 for no effect and ±100 for the full control effect; nearly all actives have a fitted effect of over 20% in size
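Apoferritin-based anesthetic binding model; compound displacement of fluorescent 1-AMA measured as endpoint fluorescence after 10 minutes at room temperature, scaled to free-ligand and complex controls.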
G9a inh: G9a (human) methyltransferase inhibition; Q96KQ7; G9a H3K9 monomethylation, AlphaScreen, 2 h; Potency, µM (titrated, usually from 102 µM), for inactives: at the top dose activity, negative = inhibition, hits mostly inhibitors; actives 8.8% (n = 350,000); AID 504332; also: % is scaled to controls: 0 for no effect and ±100 for the full control effect; nearly all actives have a fitted effect of over 75% in size
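Enzyme 20 nM + cpd, 15 min RT; add b-H3K9 pep 500 nM / SAM 20 uM; 2 h RT; anti-H3K9me1 Ab 0.5 ug/mL + SA donor / anti-rabbit acceptor beads 20 ug/mL each, 10 min; AlphaScreen read.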
* = called active by the depositor; ? = inconclusive; · = not tested or not shown; [ ] = remark or other dose. Calls follow the shape of the dose curve; as a rule, active = well fitted curve in the direction sought with a large enough effect; inconclusive = small, poorly fitted or top-dose-only effect, or another doubt; inactive = no such curve, though single readings can be large; an effect the other way counts as inactive or inconclusive. Potency is read from the fitted curve at half-maximal effect. These rows are one share of the data, so the mix of outcomes need not match the whole.

APEX1 inh	POLH inh	smiles	POLI inh	BLM helicase inh	Pol kappa inh	Pol beta inh	BAZ2B block	Apoferritin bind	G9a inh
5%	?	COc1cccc(/C=C2\SC(=S)N(CCCC(=O)Nc3ccc(C(=O)O)cc3)C2=O)c1	-25%	1%	-8%	20%	?	-22%	·
-16%	-22%	COC(=O)CSC(=S)N1C(C)CCCC1C (stereo unspecified)	-3%	-2%	-5%	-8%	24%	?	-25%
13%	-18%	CCOC(=O)C1CCCN(C(=O)c2cccc(S(=O)(=O)N(C)c3ccc(OC)cc3)c2)C1 (stereo unspecified)	26%	·	-5%	·	6%	·	23%
3%	-10%	Cc1ccccc1OCC(=O)Nc1ccc2c(c1)C(=O)c1ccccc1C2=O	19%	-2%	2%[60.1 µM]	14%	2%	-16%	1%[59 µM]
·	-24%	CCCn1c(=O)c2sccc2n2c(CCCC(=O)Nc3ccc(Oc4ccccc4)cc3)nnc12	-5%	1%	1%	-11%	13%	?	12%[59 µM]
28%	-3%	O=C(c1cc(Cl)nc2ccccc12)N1CCN(S(=O)(=O)c2ccccc2[N+](=O)[O-])CC1	13%	-3%	-15%	0%	-17%	-17%	16%
15%	-4%	O=C1CCCN1c1ccc(S(=O)(=O)NCc2ccc(F)cc2)cc1	-10%	-1%	2%	-8%	-18%	-6%	7%
·	-19%	CC1CN(C(=O)N2CCC(C(=O)NCc3cccs3)CC2)c2cc(Cl)ccc2O1 (stereo unspecified)	29%	-5%	-1%	5%	?	-10%	?
·	-19%	CCCCc1ccc(NC(=O)Cn2cnc3c(oc4ccccc43)c2=O)cc1	26%	-8%	-1%	-2%	?	-8%	-35%[59 µM]
-5%	6%	Cc1cc(C)n2c(SCc3ccc(C#N)cc3)nnc2n1	6%	-3%	0%	5%	-4%	-10%	-26%
·	-8%	Cc1ccccc1C(=O)NCc1ccc2c(c1)CCN2C(=O)c1ccccc1	7%	-1%	-12%[60.1 µM]	16%	-3%	-20%	21%[59 µM]
-7%	4%	NC(=O)CSc1nnc(C2CC2)n1Cc1ccccc1	28%	-1%	-7%	19%	-1%	-7%	-8%
·	-18%	COc1cccc(CNC(=O)C2CCCN(S(=O)(=O)c3ccc4c(ccn4C)c3)C2)c1 (stereo unspecified)	22%	-2%	-8%[60.1 µM]	-1%	1%	62%[activator]	-1%[59 µM]
0%	-10%	CCCCN(CC)C(=S)Nc1ccc2nc3n(c(=O)c2c1)CCCCC3	-12%	-3%	-6%	4%	-9%	-7%	?
-1%	-1%	CCc1ccc(/C=N/NC(=O)c2cc(C3CC3)nc3ccccc23)s1	9%	-3%	-8%	-17%	6%	?	-2%[12.7 µM]
-12%	-3%	COc1ccccc1C(=O)NC(CCSC)C(=O)N1CCC(Cc2ccccc2)CC1 (stereo unspecified)	14%	·	-7%	·	?	·	?
0%	-13%	O=C(O)CCC(=O)N1CCN(S(=O)(=O)c2ccc3ccccc3c2)CC1	77%[activator]	-3%	4%	23%	-10%	5%	-8%
-3%	-17%	COc1ccc(C(c2nnnn2C2CCCC2)N2CCC(C)CC2)cc1 (stereo unspecified)	7%	-5%	-6%	-12%	?	6%	-34%[12.7 µM]
9%	-4%	O=C(CNC(=S)N(CCCN1CCOCC1)Cc1cccs1)NC1CCCCCCC1	45%[activator]	1%	-15%	88%	7%	-5%	20%[59 µM]
18%	?	CC1CCC2(CC1)NC(=O)N(CC(=O)Nc1ccc3c(c1)OCCO3)C2=O (stereo unspecified)	-6%	-10%	2%	-1%	-9%	?	-1%
-2%	-18%	Cc1nc(N)ncc1C(=O)Nc1ccccc1	-1%	1%	-1%	5%	1%	-1%	17%
4%	-22%	CC(=O)c1cnc2c(-c3cccc(Br)c3)cnn2c1C	20%	-1%	-8%	50%	11%	3%	-7%[59 µM]
-4%	-8%	CCCCn1c(N)c(N(CC(C)C)C(=O)c2cc(S(=O)(=O)N3CCCCC3)ccc2C)c(=O)[nH]c1=O	22%	·	0%	·	-1%	·	?
20%	-14%	Cn1c(OCc2cccnc2)nc2c1c(=O)n(Cc1ccc(F)cc1)c(=O)n2C	-3%	-1%	4%	11%	-14%	3%	-12%[12.7 µM]

Next section, starting with the last 5 of the part before.
APEX1 inh	POLH inh	smiles	POLI inh	BLM helicase inh	Pol kappa inh	Pol beta inh	BAZ2B block	Apoferritin bind	G9a inh
18%	?	CC1CCC2(CC1)NC(=O)N(CC(=O)Nc1ccc3c(c1)OCCO3)C2=O (stereo unspecified)	-6%	-10%	2%	-1%	-9%	?	-1%
-2%	-18%	Cc1nc(N)ncc1C(=O)Nc1ccccc1	-1%	1%	-1%	5%	1%	-1%	17%
4%	-22%	CC(=O)c1cnc2c(-c3cccc(Br)c3)cnn2c1C	20%	-1%	-8%	50%	11%	3%	-7%[59 µM]
-4%	-8%	CCCCn1c(N)c(N(CC(C)C)C(=O)c2cc(S(=O)(=O)N3CCCCC3)ccc2C)c(=O)[nH]c1=O	22%	·	0%	·	-1%	·	?
20%	-14%	Cn1c(OCc2cccnc2)nc2c1c(=O)n(Cc1ccc(F)cc1)c(=O)n2C	-3%	-1%	4%	11%	-14%	3%	-12%[12.7 µM]
-7%	2%	Cc1ccc(C(=O)N2CCN(c3cc4c(cc3[N+](=O)[O-])n(C)c(=O)n4C)CC2)cc1	14%	-5%	-5%	28%	50µM*	-13%	-36%
2%	5%	Cc1cc(C)cc(OCC(=O)N2CCCCCC2)c1	0%[58.9 µM]	2%	-1%	9%	3%	?	-1%[12.7 µM]
4%	·	CCOc1ccc(-c2c(=O)n(OCc3ccc([N+](=O)[O-])cc3)c3ccccc3[n+]2[O-])cc1	·	-11%	·	7%	22%	7%	1%[59 µM]
-3%	-15%	CC(NCC(=O)Nc1ccccc1C(=O)NC1CC1)c1ccccc1Cl (stereo unspecified)	13%	·	-16%	·	3%	·	3%[12.7 µM]
-18%	-16%	Cc1ccc(N2CCN(S(=O)(=O)N(C)C)CC2)cc1C	1%	-3%	1%	28%	?	-2%	-17%
-3%	-6%	Cc1ccc(-c2nnc(Cc3ccc(Cl)cc3)o2)cc1	?	-2%	?	0%	14%	-18%	-1%
37%[activator]	2%	CCC(C)NC(=O)C1CCC(CNS(=O)(=O)c2ccccc2)CC1 (stereo unspecified)	5%	-2%	-14%	-20%	-3%	2%	7%
2%	-12%	O=C(NCc1cccc(OC(F)(F)F)c1)c1cccc2c1C(=O)c1ccc(-c3ccc(F)cc3OCc3ccccc3)cc1S2(=O)=O	15%	·	2%	·	·	·	·
31%	-18%	O=C(COC(=O)/C=C/c1cccc(F)c1)NC1CCCCCC1	5%	·	-15%	·	·	·	·
-2%	-11%	Cc1ccc(NC(=O)/C(Cl)=C/c2ccccc2)cc1C	19%	-3%	-19%	6%	75%[activator]	3%	28%[59 µM]
·	-8%	CCOC(=O)Cc1ccc(NC(=O)N(Cc2ccc(OC)cc2)C2CCN(C(C)=O)CC2)cc1	2%	-1%	-12%	?	-2%	3%	3%[59 µM]
-2%	1%	Cc1nc2ccccc2c(=O)n1NC(=O)c1ccc([N+](=O)[O-])cc1	18%	-1%	1%	-1%	·	-15%	-50%
5%	-5%	CCNC(=O)N(CCOC)CC1CCCN(C2Cc3ccccc3C2)C1 (stereo unspecified)	18%	-3%	-3%	-22%	12%	-10%	16%[0.501 µM]
-1%	-15%	CC1CC(C)CN(S(=O)(=O)c2ccc(Oc3ccc([N+](=O)[O-])cc3)cc2)C1 (stereo unspecified)	26%	1%	-10%	-4%	-30%	-3%	-8%[59 µM]
-2%	-12%	CC(=O)c1ccc(N2CCN(C(=S)Nc3cc(C)ccc3C)CC2)cc1	15%	0%	-2%	0%	7%	0%	21%
16%	-8%	COc1cc(CN2CCCC(C(=O)c3ccc(C(C)(C)C)cc3)C2)cc(OC)c1O (stereo unspecified)	21%	-2%	-10%	25%	?	?	?
-17%	?	CCOC(=O)C1=C(C)N=c2s/c(=C\c3ccc(OCC(=O)O)c(OC)c3)c(=O)n2C1c1ccc(OC)cc1 (stereo unspecified)	?	-4%	-9%	15%	79µM*	-11%	56µM*
4%	-14%	COCCN(C(=O)CCc1ccc(OC)cc1)c1nnc(-c2ccncc2)s1	123%[activator]	0%	-4%	3%	-16%	?	?
·	-16%	CCCCN(C)C(=O)c1ccc2c(=O)n3nc(Nc4cc(C)ccc4C)sc3nc2c1	?	-2%	-12%	10%	-13%	45%	-21%[59 µM]
36%	-7%	COc1ccc(C(=O)N2CCCC(c3nc(-c4ccc(C)o4)no3)C2)cc1OC (stereo unspecified)	30%[activator]	-2%	8%	22%	-19%	-2%	10%
0%	-10%	O=C(Nc1ccccc1)c1cc(S(=O)(=O)N2CCOCC2)cs1	-6%	-1%	-9%	0%	2%	-11%	-4%[12.7 µM]
·	8%	CCC1CCc2nc3sc(C(=O)Nc4cccc(F)c4)c(N)c3cc2C1 (stereo unspecified)	11%	-3%	11%	3%	3%	29%	-26%[59 µM]
·	-13%	CCOc1cccc2sc(N3CCN(C(=O)C(C)(C)C)CC3)nc12	15%	0%	3%[60.1 µM]	-3%	-1%	0%	-21%[59 µM]
0%	1%	CCc1ccc(NC(=S)Nc2ccc3cn[nH]c3c2)cc1	188%[activator]	-13%	-12%	23%	-6%	-14%	3%[59 µM]
-2%	-5%	Cc1cc(C)nc(N2CCC(CNC(=O)CCc3ccccc3)CC2)n1	10%	-7%	-1%	9%	34%[activator]	28%	-12%[12.7 µM]
